Screening data deposited in PubChem by Johns Hopkins Ion Channel Center.
RGS4 inh: RGS4 inhibitors, primary screen, cell-based, HEK293 M3R inducible RGS4, calcium flux; Fluo-4 calcium flux; hits give high values; triggered by carbachol at its EC20; Regulator of G-protein signaling 4 (Homo sapiens), P49798; 0.45% of 310,000 active; B-score at 10 µM; AID 463165, 2010;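 active = B-score, a plate-corrected calcium signal, over three deviations above library mean, with baseline fluorescence within five deviations of library mean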;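 note: RGS4 expression induced by doxycycline in cells with stable M3 receptor; B-score is computed from the integrated fluorescence ratio over baseline after carbachol; higher B-score means a larger calcium signal and so more RGS4 inhibition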
Target sequence (P49798 whole entry, looked up): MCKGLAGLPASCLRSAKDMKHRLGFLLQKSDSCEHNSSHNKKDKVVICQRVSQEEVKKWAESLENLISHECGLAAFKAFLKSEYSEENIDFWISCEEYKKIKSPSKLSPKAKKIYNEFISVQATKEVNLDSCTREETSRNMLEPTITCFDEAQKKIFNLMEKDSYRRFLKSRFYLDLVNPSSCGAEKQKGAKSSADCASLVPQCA
MrgX1 allo act: positive allosteric modulators of MrgX1, primary screen, HEK293 cells, Fluo-4 calcium flux; Mas-related G-protein coupled receptor member X1 (Homo sapiens), Q96LB2; FDSS; hits give high values; B-score at 10 µM; 0.63% of 310,000 active;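 active = plate-corrected calcium response at least 3 library SD above typical, normal starting fluorescence, not activating the receptor alone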;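 note: compound read alongside a low EC10 to EC30 dose of BAM8-22 agonist; peak minus trough fluorescence over baseline measured at the second addition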
Target sequence (Q96LB2 whole entry, looked up): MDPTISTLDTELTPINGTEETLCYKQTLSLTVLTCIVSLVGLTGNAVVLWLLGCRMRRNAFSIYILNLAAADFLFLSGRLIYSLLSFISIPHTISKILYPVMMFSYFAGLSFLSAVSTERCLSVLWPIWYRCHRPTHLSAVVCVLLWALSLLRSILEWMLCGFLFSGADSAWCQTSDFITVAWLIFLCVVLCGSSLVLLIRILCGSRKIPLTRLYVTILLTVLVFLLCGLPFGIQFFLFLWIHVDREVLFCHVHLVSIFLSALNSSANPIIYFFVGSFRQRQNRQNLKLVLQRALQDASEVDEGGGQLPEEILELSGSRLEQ
TMEM16A act: TMEM16A chloride channel activators or potentiators, primary screen, cell-based, HTS. B-score at 10 µM. Anoctamin-1 (Mus musculus), Q8BHY3. HEK293 TMEM16A/YFP-H148Q/I152L, iodide quench fluorescence; hits give low values. 0.3% of 340,000 active;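 active = fluorescence-ratio B-score plate-corrected deviation score at least 3 library SD below zero, with starting fluorescence score within 5 deviations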;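 note: channel opened by trigger with iodide after compound preincubation; score built on the fluorescence ratio of max minus min over baseline; more negative score means more quench and so TMEM16A activation or potentiation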
TMEM16A inh: TMEM16A chloride channel inhibitors, primary screen, cell-based, HTS. HEK293 TMEM16A/YFP iodide influx fluorescence, ionomycin. 1.2% of 310,000 active. Anoctamin-1 (Mus musculus), Q8BHY3. normalized B-score (activity score, 25-100; higher = stronger inhibition) at 10 µM. AID 588511, 2011;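 active = ratio plate-corrected score three or more library SD toward inhibition, starting fluorescence score within five deviations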;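 note: score derived from kinetic fluorescence span divided by baseline fluorescence per well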
MrgX1 ag: agonists of human MrgX1 receptor, primary screen, HEK293 cells, Fluo-4 calcium flux; Mas-related G-protein coupled receptor member X1 (Homo sapiens), Q96LB2; B-score at 10 µM; Fluo-4 calcium fluorescence, agonist mode; hits give high values; 0.44% of 310,000 active;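 active = calcium response B-score plate-corrected fluorescence ratio at least 3 library SD, with starting fluorescence B-score inside 5 SD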
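Material: MrgX1-expressing HEK293 cells; input: 15,000 cells per well; doses: test compound given as first of three sequential additions; schedule: overnight plating before 1 h dye loading; technique: Fluo-4 NW calcium-flux fluorescence, kinetic read; evaluation: baseline-normalised fluorescence change ratio, B-scored; control set: plate-wise positive and negative controls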
TRPC4 potent: positive allosteric modulators of TRPC4, primary screen, cell-based, mouse TRPC4beta, HEK293 mu-opioid, Fluo-4 calcium | B-score at 10 µM | DAMGO EC20, Fluo-4 Ca2+ flux; hits give high values | 0.42% of 310,000 active;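 active = B-score of calcium response area above 5 SD of library B-scores, with initial fluorescence ratio within 5 SD of library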;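 note: B-score of integrated fluorescence ratio over time as area under calcium response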
TRPC4 inh: inhibitors of mouse TRPC4 channel, primary screen, Fluo4 calcium, HEK293 TRPC4beta/mu-opioid cells; 0.39% of 300,000 active; AID 2247, 2010; DAMGO-evoked Fluo4 calcium flux; hits give low values; B-score at 10 µM; Short transient receptor potential channel 4 (Mus musculus), Q9QUQ5;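 active = B-score over 3 SD under the library average, no early fluorescence shift, positive overall ratio signal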
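Assay system: HEK293 cells with stable TRPC4beta plus mu-opioid receptor expression; Probe or stimulus: DAMGO in two steps, submaximal then maximal; Dosing: single-point compound dosing; Measured by: Fluo4 calcium-dye fluorescence, kinetic read; Read-out basis: B score from integrated Fluo4 fluorescence ratio.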
TRPC4 agonist: activators of mouse TRPC4 channel, primary screen, Fluo4 calcium, HEK293 TRPC4beta/mu-opioid cells. B-score at 10 µM. 0.49% of 310,000 active. Fluo4 calcium fluorescence; hits give high values. AID 2237, 2010;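 active = B-score above 5 SD of library B-scores, and initial fluorescence ratio not above library mean plus 5 SD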;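 note: positive B-score marks a calcium rise read as TRPC4 activation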
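Technique: kinetic Fluo4 calcium fluorescence; Test system: TRPC4beta and mu-opioid receptor HEK293 stable cells; Measure: B-scored integrated calcium fluorescence ratio; Benchmarks: low control buffer alone, high control maximal DAMGO; Schedule: 45 min room-temperature Fluo4 loading, 110 s read.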
MrgX1 antagonist: antagonists of human MrgX1 receptor, primary screen, HEK293 cells, Fluo-4 calcium flux; BAM8-22 antagonism; hits give low values; B-score at 10 µM; 1.3% of 310,000 active;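 active = calcium-response B-score plate-corrected more than 3 library SD below zero, starting fluorescence within 5 deviations, no agonist response on first addition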;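 note: peak minus trough fluorescence over baseline after final BAM8-22 challenge near maximal dose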
TRPC6 inh: mouse TRPC6 channel inhibitors, primary screen, cell-based, HEK293, membrane potential dye. Short transient receptor potential channel 6 (Mus musculus), Q61143. ACh-evoked depolarization; hits give low values. B-score at 10 µM. 1.1% of 310,000 active;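 active = B-score under library mean minus 3 SD, initial fluorescence not abnormally high, positive integrated signal ratio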;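 note: B-score derived from integrated fluorescence ratio over the kinetic read; more negative B-score means stronger inhibition of depolarization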
TRPC6 activator: mouse TRPC6 channel activators, primary screen, cell-based, HEK293, membrane potential dye | B-score at 10 µM | Short transient receptor potential channel 6 (Mus musculus), Q61143 | HEK293-TRPC6 membrane potential dye fluorescence; hits give high values | 0.13% of 310,000 active;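 active = B-score of the integrated fluorescence ratio above library mean plus 3 SD, and starting fluorescence ratio within library mean plus 5 SD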;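 note: higher score means more depolarization so channel activation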
Numbers without * were called inactive; i = inactive; · = no result given.

Molecule	RGS4 inh	MrgX1 allo act	TMEM16A act	TMEM16A inh	MrgX1 ag	TRPC4 potent	TRPC4 inh	TRPC4 agonist	MrgX1 antagonist	TRPC6 inh	TRPC6 activator
COCCNC(=O)CCC1CCN(Cc2cccc(-c3ccc(C)o3)c2)CC1	i	i	i	i	i	i	i	i	i	i	i
Cc1[nH]n(C(C)(C)C)c(=O)c1Sc1ccc(Cl)cc1	i	i	i	i	i	i	i	i	i	i	i
CCCCOc1ccc(C(=O)Nc2ccc(C)cc2[N+](=O)[O-])cc1	i	i	i	i	i	i	i	i	i	i	i
COc1ccc(NC(=O)c2ccc3c(c2)N(C)CCS3)cc1	i	i	i	i	i	i	i	i	i	i	i
O=C(/C=C/c1ccccc1Cl)N1CCOCC1	i	i	i	i	i	i	i	i	i	i	i
CCOC(=O)CNC(=S)N1CCn2c(nc3ccccc32)C1	i	i	i	i	i	i	i	i	i	i	i
CCOc1ccccc1/C=N/NC(=O)CNC(=O)c1ccc(S(=O)(=O)N2CCOCC2)cc1	i	i	i	i	i	i	i	i	i	i	i
C=CCn1c(=N)n(CC(=O)OC)c2ccccc21	i	i	i	i	i	i	i	i	i	i	i
O=c1ccc2cc(S(=O)(=O)N3CCN(c4ccccc4F)CC3)ccc2o1	i	i	i	i	i	i	i	i	i	i	i
CCOc1ccc(NS(=O)(=O)c2ccc3[nH]cc(C(=O)NC(C)CC)c(=O)c3c2)cc1 (stereo not given)	i	i	i	i	i	i	i	i	i	i	i
COc1ccc(C(=O)NCCSCc2ccccc2Cl)cc1OC	i	i	i	i	i	i	i	i	i	i	i
COc1ccc(/C=N/NC(=O)c2cc(C)oc2C)cc1OC	i	i	i	i	i	i	i	i	i	i	i
Oc1ccc(/C=N/Nc2ccc(Cl)nn2)c(O)c1O	i	i	i	i	i	i	i	i	i	i	i
CC1=C(C)C(=O)N(C(C)CCc2ccccc2)C1=O (stereo not given)	i	i	i	i	i	i	i	i	i	i	i
CC(C)/C=N/NC(=O)c1ccc(Cl)cc1	i	i	i	i	i	i	i	i	i	i	i
COc1cc(C(c2c(C)[nH][nH]c2=O)c2c(C)[nH][nH]c2=O)ccc1OCc1ccc([N+](=O)[O-])cc1	i	i	i	i	i	i	i	i	i	i	i
COc1ccc(N2CC(O)=C(c3nc(-c4ccc(Br)cc4)cs3)C2=N)cc1	i	i	i	i	i	i	i	i	i	i	i
CC(=O)CSc1nc(C(F)(F)F)cc(=O)n1-c1ccccc1	i	i	i	i	i	i	i	i	i	i	i
O=C(NCc1cccnc1)Nc1cccc(Cl)c1	i	i	i	i	i	i	i	i	i	i	i
Cc1ccc(C2=NNC(C(O)C(O)C(O)CO)S2)cc1 (stereo not given)	i	i	i	i	i	i	i	i	i	i	i
Cc1ccc(C(=O)NC(=S)NNC(=O)c2cccc([N+](=O)[O-])c2)cc1	i	i	i	i	i	i	i	i	i	i	i
COc1ccc(C(=O)NCc2ccc(C(=O)O)o2)cc1	i	i	i	i	i	i	i	i	i	i	i
O=C(COc1cccnc1[N+](=O)[O-])c1c[nH]c2ccccc12	i	i	i	i	i	i	i	i	i	i	i
COc1ccc(S(=O)(=O)Nc2ccc(NC(C)=O)cc2)cc1Cl	i	i	i	i	i	i	i	i	i	i	i
CCOC(=O)Nc1ccc2c(c1)N(C(=O)CN1CCN3CCCC3C1)c1ccccc1CC2 (stereo not given)	i	i	i	i	i	i	i	i	i	i	i
CN(C)/C=N/C(=S)Nc1ccccc1F	i	i	i	i	i	i	i	i	i	i	i
CN(CC(=O)Nc1ncn[nH]1)S(=O)(=O)c1ccc(Br)cc1	i	i	i	i	i	i	i	i	i	i	i
O=C(O)CCCCCNC(=O)CCn1nnc2ccccc2c1=O	i	i	i	i	i	i	i	i	i	i	i
O=C(NNS(=O)(=O)c1ccccc1)c1ccccc1-n1cccc1	i	i	i	i	i	i	i	i	i	i	i
Cc1nc(NC(=O)CCc2ccccc2)ccc1Br	i	i	i	i	i	i	i	i	i	i	i
COc1ccc(NS(=O)(=O)c2cccc(C(=O)N/N=C/c3cn(-c4ccccc4)nc3-c3ccc(OC)cc3)c2)cc1	i	i	i	i	i	i	i	i	i	i	i
Cc1ccc(/C=N/NC(=O)c2cc(C)oc2C)o1	i	i	i	i	i	i	i	i	i	i	i
CS(=O)(=O)c1ccc(NCCc2ccccn2)c([N+](=O)[O-])c1	i	i	i	i	i	i	i	i	i	i	i
Cc1ccc(N2CC(NC(=O)C(=O)c3c(C)[nH]c4ccccc34)CC2=O)cc1C (stereo not given)	i	i	i	i	i	i	i	i	i	i	i
O=C(Nc1ccccc1C(=O)Nc1ccccc1)c1ccccc1F	i	i	i	i	i	i	i	i	i	i	i
COc1cccc(C(=O)OC(C)CN2CCCC2)c1 (stereo not given)	i	i	i	i	i	i	i	i	i	i	i
COc1ccc(CC(NC(C)=O)C(=O)NC2CCN(C(=O)c3ccccc3F)CC2)cc1 (stereo not given)	i	i	i	i	i	i	i	i	i	i	i
COc1ccccc1/C=C/[C@@H]1C[C@H]2CN(Cc3cccc(Cl)c3)C(=O)[C@]23CCCN13	i	i	i	i	i	i	i	i	i	i	i
CC(C)CC(=O)NC(=S)Nc1cccc2nsnc12	i	·	i	·	·	i	i	i	·	i	i
CN(CC(=O)Nc1ccccc1Oc1ccccc1)Cc1ccccc1F	i	i	i	i	i	i	i	i	i	i	i
O=S1(=O)N=C(N/N=C/c2ccccn2)c2ccccc21	i	i	i	i	i	i	i	i	i	i	i
Cc1ccc(C(C)C)cc1OCC(=O)N1CCN(C(=O)c2ccco2)CC1	i	i	i	i	i	i	i	i	i	i	i
O=C(O)c1ccc(COc2ccc3c4c(c(=O)oc3c2)CCC4)o1	i	i	i	i	i	i	i	i	i	i	i
O=C(C[n+]1ccc(Cc2ccccc2)cc1)Nc1ccccc1	i	i	i	i	i	i	i	i	i	i	i
Cc1ccc(NC(=O)CN(C)C2CCCCC2)cc1Br	i	i	i	i	i	i	i	i	i	i	i
O=C(CNS(=O)(=O)c1cccs1)NCc1ccc(F)cc1	i	i	i	i	i	i	i	i	i	i	i
COc1ccc(/C=C/c2c([N+](=O)[O-])c(=O)n(C)c(=O)n2C)c(OC)c1OC	i	i	i	i	i	i	i	i	i	i	i
COc1ccc(N2CCN(C(=O)COc3ccc4c(C)cc(=O)oc4c3)CC2)cc1	i	i	i	i	i	i	i	i	i	i	i
COc1ccc(O)c(C(=O)c2cc(C#N)c(=O)n(Cc3ccccc3)c2)c1	i	i	i	i	i	i	i	i	i	i	i
CCOC(=O)c1sc2nc(C)nc(NCCc3ccccn3)c2c1C	i	i	i	i	i	i	i	i	i	i	i

(cont.)
Molecule	RGS4 inh	MrgX1 allo act	TMEM16A act	TMEM16A inh	MrgX1 ag	TRPC4 potent	TRPC4 inh	TRPC4 agonist	MrgX1 antagonist	TRPC6 inh	TRPC6 activator
O=C(Cc1ccc(F)cc1)Nc1ccc(S(=O)(=O)N2CCCCC2)cc1	i	i	i	i	i	i	i	i	i	i	i
Cc1ccc(S(=O)(=O)Nc2ccccc2C(=O)Nc2ccc(S(=O)(=O)Nc3nccc(C)n3)cc2)cc1	i	i	i	i	i	i	i	i	i	i	i
CCOC(=O)Cc1csc(NC(=O)c2ccc(OC)c(OC)c2)n1	i	i	i	i	i	i	i	i	i	i	i
COc1ccccc1-c1noc(CCC(=O)Nc2cccc(C(F)(F)F)c2)n1	i	i	i	100*	i	i	i	i	i	i	i
CCCN1C2CCCC1CC(NC(=O)c1ccccc1OC)C2 (stereo not given)	i	i	i	100*	i	i	i	i	i	i	i
COc1ccc(/C=C/C(=O)NCCc2c[nH]c3ccccc23)cc1OC	i	i	i	i	i	i	i	i	i	i	i
Cn1ncc2c(Nc3cccc(C(=O)O)c3)ncnc21	i	i	i	i	i	i	i	i	i	i	i
S=C(Nc1ccc(Cl)cc1)NN1CCOCC1	i	i	i	i	i	i	i	i	i	i	i
CCOC(=O)CSc1ncnc2c(C(=O)OCC)c3n(c12)CCC3	i	i	i	i	i	i	i	i	i	i	i
Cc1c(F)cccc1NC(=O)CCCCCC1NC(=O)NC1C (stereo not given)	i	i	i	i	i	i	i	i	i	i	i
CN(C)S(=O)(=O)c1ccc(N2CCCC2)c(C(=O)NNC(=O)c2ccc(Br)cc2)c1	i	i	i	i	i	i	i	i	i	i	i
COCCCn1c(-c2ccsc2)nc2c1c(=O)[nH]c(=O)n2Cc1ccccc1	i	i	i	i	i	i	i	i	i	i	i
CNc1ccccc1NC(=O)CCn1c(=S)oc2ccccc21	i	i	i	i	i	i	i	i	i	i	i
CCC(=O)n1nc(-c2ccc(OC)cc2)nc1SC	i	i	i	i	i	i	i	i	i	i	i
Cc1ccc(CNC(=O)CSc2ccc(-c3ccco3)nn2)cc1	i	i	i	i	i	i	i	i	i	i	i
